EPAC2 ag: qHTS for Agonist of cAMP-regulated guanine nucleotide exchange factor 4 (EPAC2): primary screen; Rap guanine nucleotide exchange factor 4 (Homo sapiens), Q8WZA2; EPAC2 activation, biochemical qHTS; response scale: 100% = 6.5 mM cAMP response; Potency, µM (titrated, usually from 154 µM), without a hit: at the highest dose activation, actives largely listed as activators; 360,000 tested, 0.079% active; also: potency is read from the fitted curve at half-maximal effect; nearly all actives have a fitted effect of over 50% in size
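Exchange assay: 100 nM EPAC2 with 250 nM Rap1B-BODIPY-GDP and 50 uM GDP. Fluorescence (ex 480/em 540 nm) read every 5 min for 30 min at room temperature. Data normalized to 6.5 mM cAMP as agonist control.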
D3 ag: qHTS of D3 Dopamine Receptor Agonist: qHTS | D3R DiscoveRx beta-arrestin cells, luminescence, 90 min | max activation, % | 410,000 tested, 0.58% active | AID 652048, 2013; in the data active = max activation above about 30%; also: 0% is about no effect; mostly tested at two doses, the higher about 12 µM
Target sequence (P35462 whole entry, looked up): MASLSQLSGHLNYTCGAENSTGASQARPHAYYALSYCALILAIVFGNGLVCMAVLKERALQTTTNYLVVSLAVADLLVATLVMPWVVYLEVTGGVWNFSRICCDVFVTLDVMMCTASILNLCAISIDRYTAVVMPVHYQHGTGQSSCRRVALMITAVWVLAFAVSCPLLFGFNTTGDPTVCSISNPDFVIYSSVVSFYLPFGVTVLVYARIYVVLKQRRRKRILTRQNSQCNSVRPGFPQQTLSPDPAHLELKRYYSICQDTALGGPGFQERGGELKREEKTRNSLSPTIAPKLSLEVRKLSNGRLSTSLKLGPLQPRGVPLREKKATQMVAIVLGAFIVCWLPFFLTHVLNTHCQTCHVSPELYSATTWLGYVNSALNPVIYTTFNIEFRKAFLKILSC
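Agonist-mode cell screen: cells plated at 1500/well and incubated overnight at 37 °C, then exposed to library compounds for 90 min at 37 °C. Detection reagent was added for 30–60 min at room temperature, and luminescence was read.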
EPAC2 antagonist: qHTS for Antagonist of cAMP-regulated guanine nucleotide exchange factor 2 (EPAC2): primary screen; EPAC2 GEF exchange of Rap1B-BODIPY-GDP, fluorescence; Rap guanine nucleotide exchange factor 4 (Homo sapiens), Q8WZA2; AID 720708, 2013; 360,000 tested, 0.18% active; Potency, µM (doses to about 114 µM), inactives show top-dose activity, negative = inhibition, actives largely listed as inhibitors; also: potency is read from the fitted curve at half-maximal effect; % is scaled to controls: 0 for no effect and ±100 for the full control effect; nearly all actives have a fitted effect of over 45% in size; many of its hits are not listed in these tables
Mm-Cpn inhibitor: Inhibitors of TCP-1 ring complex (TRiC) of Methanococcus maripaludis (MmCpn): qHTS; 330,000 tested, 0.031% active; Potency, µM (top dose mostly 76.9 µM), inactives show top-dose activity, negative = inhibition, hits mostly inhibitors; purified Mm-Cpn ATPase, ADP Transcreener TR-FRET; Chaperonin Mm-Cpn (Methanococcus maripaludis); AID 504842, 2011; also: potency is read from the fitted curve at half-maximal effect; % is scaled to controls: 0 for no effect and ±100 for the full control effect; nearly all actives have a fitted effect of over 80% in size
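TR-FRET (320 nm excitation; 590 and 665 nm emission) reports ADP made from 10 uM ATP by 25 nM enzyme; compounds were preincubated 10 min, reaction run 30 min, both at 37°C.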
PTHR1 agonist: qHTS for PTHR1 Agonists: Primary Screen. HEK293 GP2 PTHR1 cells, GloSensor cAMP luminescence, 1 h. Potency, µM (titrated, usually from 115 µM), for inactives: top-dose activation, most hits filed as activators. 410,000 tested, 0.075% active; also: potency is read from the fitted curve at half-maximal effect; nearly all actives have a fitted effect of over 55% in size; some results filed as inactive show a strong effect at the top dose; inactives centre near -15; many of its hits are not listed in these tables
Target sequence (Q03431 whole entry, looked up): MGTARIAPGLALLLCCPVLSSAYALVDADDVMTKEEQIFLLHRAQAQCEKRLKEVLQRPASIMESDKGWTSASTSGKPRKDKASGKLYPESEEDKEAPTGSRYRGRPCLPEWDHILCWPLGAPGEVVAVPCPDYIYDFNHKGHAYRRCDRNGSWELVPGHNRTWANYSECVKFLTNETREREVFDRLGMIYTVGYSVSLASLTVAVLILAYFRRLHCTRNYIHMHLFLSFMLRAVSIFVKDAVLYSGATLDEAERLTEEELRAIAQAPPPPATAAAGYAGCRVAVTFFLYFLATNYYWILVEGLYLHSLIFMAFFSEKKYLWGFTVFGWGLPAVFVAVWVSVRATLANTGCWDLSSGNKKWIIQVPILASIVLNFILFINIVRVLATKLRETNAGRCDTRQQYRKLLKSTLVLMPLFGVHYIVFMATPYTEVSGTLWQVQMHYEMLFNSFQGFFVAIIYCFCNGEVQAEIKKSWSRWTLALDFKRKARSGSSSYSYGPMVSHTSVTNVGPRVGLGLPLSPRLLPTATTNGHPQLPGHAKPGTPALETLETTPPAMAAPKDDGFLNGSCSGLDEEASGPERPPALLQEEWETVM
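HEK-293-derived GP2 cells expressing PTHR1 and a GloSensor cAMP reporter, 3,000/well, plated overnight, given luciferin plus IBMX (each 0.5 mM as added) for 1 h at 37 °C, then compound for 1 h at 37 °C. Luminescence was read after 15 min at room temperature.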
Akt phos inh: HTS Assay for Inhibitors of Akt Phophorylation: Primary Screen | Neuro2A IGF-stimulated pAkt S473 HTRF, 20 min; active compounds read low | activity change, % for hits at 50 µM | 360,000 tested, 0.32% active | AID 651550, 2012; in the data active = activity change below about -80%; inconclusive = mostly about -51% to -80%; also: % is scaled to controls: 0 for no effect and ±100 for the full control effect
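Single-point screen (50 µM final compound) in Neuro2A cells stimulated 20 min with 6 nM IGF at 37 deg C. After lysis, Ser473-phosphorylated Akt read by HTRF (ex 330 nm, em 615/665 nm) as the 665/615 ratio.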
D3 antag: qHTS of D3 Dopamine Receptor Antagonist: qHTS; D3R cells, DiscoveRx beta-arrestin luminescence, antagonist mode; active compounds read low; max response, negative = inhibition, %; 360,000 tested, 2.5% active; AID 652054, 2013; in the data active = max response below about -50%; inconclusive = no clear call, values can overlap the other calls; also: % is scaled to controls: 0 for no effect and ±100 for the full control effect; mostly tested at two doses, the higher about 12 µM
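Cells plated overnight at 1500 cells/well, then exposed to library compounds with dopamine controls for 90 minutes at 37 degrees C. DiscoveRx reagent added for 30–60 minutes at room temperature; luminescence read, quantitative HTS format.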
CCT chaperon mod: High-Throughput Screening for Modulators of Cytosolic Chaperonin Activity; activity change, % (no concentration beside the values), hits read low; purified chaperonin ATPase assay, HTRF ADP detection, 30 min; 360,000 tested, 0.3% active; in the data active = activity change below about -30%; also: % is scaled to controls: 0 for no effect and ±100 for the full control effect
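ATPase activity: ADP formed was measured by HTRF Transcreener (665/615 nm ratio) after 30 min at 37 deg C with 10 uM ATP. Compounds screened at one 76 uM concentration against 40 or 20 nM TRiC in Tris pH 7.4/KCl/MgCl2/DTT buffer.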
Active calls of the source: *; i = inactive; ? = inconclusive; nt = not tested or not shown; & = joins results of further samples; [ ] = remark or other dose. Unless noted, calls follow the shape of the dose curve; as a rule, active = well fitted curve in the direction sought with a large enough effect; inconclusive = small, poorly fitted or top-dose-only effect, or another doubt; inactive = no such curve, though single readings can be large; an effect the other way counts as inactive or inconclusive. Not all compounds are listed, so the mix of outcomes need not match the whole.

SMILES | EPAC2 ag | D3 ag | EPAC2 antagonist | Mm-Cpn inhibitor | PTHR1 agonist | Akt phos inh | D3 antag | CCT chaperon mod
CCOC(=O)Cn1cc(C=C2C(=O)N(C)C(=O)N(C)C2=O)c2ccccc21 | 17% | 7 | 46%[activator] | 1% | -11% | i | 12 | -5.8
CN1C(=O)C(=Cc2ccc(N3CCCCC3)o2)C(=O)N(C)C1=S | -1% | 1 | 0% | -1% | i | i | -17 | -1.0
CC(C)(O)[C@H]1O[C@H]2CC[C@@]3(C)[C@@](O)(CC[C@H]4Cc5c([nH]c6ccccc56)[C@@]43C)C2=CC1=O | 21% | 2 | -20% | 0% | i | i | 15 | 0.1
Cc1ccccc1CCNCc1ccc(Br)cc1 | -6% | -4 | 11% | -7% | -21% | i | -59* | 0.4
CCCCn1c(N)c(C(=O)NCCN2CCOCC2)c2nc3ccccc3nc21 | 9% | -7 | -4% | -6% | i | i | 33 | -0.2
COC(=O)C1=C(c2ccc(OC(F)(F)F)cc2)C[C@@H]2CC[C@H]1N2C(=O)N1CCC(C)CC1 | -9% | -10 | ? | 0% | -42%[inhibitor] | i | -11 | -2.4
O=C1NC(=O)N(c2ccc(F)cc2)C(=O)/C1=C/c1ccc(N2CCOCC2)cc1 | -10% | 6 | 12% | -2% | -23% | i | 2 | -0.6
Cn1c(=O)c2c(ncn2CCCl)n(C)c1=O | 2% | 3 | 1% | 0% | -11% | i | 8 | -0.8
CN1CCc2cccc(Cl)c2CC1 | -4% | -71 | 1% | -10% | -13% | i | -78* | -0.1
O=Cc1cn(Cc2c(F)cccc2Cl)c2ccccc12 | 13% | 1 | ? | 3% | -41%[inhibitor] | i | 25 | 0.2
COC(=O)C1=C(c2cccc(C#N)c2)C[C@@H]2CC[C@H]1N2C(=O)N1CCC(C)CC1 | 2% | -1 | 1% | -1% | -24% | i | 9 | -1.5
COc1nc(C)nc(NC(=O)NS(=O)(=O)c2ccccc2Cl)n1 | 2% | 9 | 11% | nt | -28% | i | 9 | -0.9
Cc1noc(C)c1CSCC(=O)Nc1ccc(C#N)c(Cl)c1 | 0% | -1 | 6% | 2% | -10% | i | -13 | 2.1
CC1(C(=O)O)CCC2(C)CCC3(C)C(=CC(=O)C4C5(C)CCC(=O)C(C)(C)C5CCC43C)C2C1 (configuration not stated) | -1% | -3 | ? | nt | i | i | 4 | -0.3
O=C(Oc1c(Cl)cc(Cl)c2ccccc12)N1CCCCC1 | 2% | -4 | -4% | 2% | -22% | i | -3 | 0.8
CN1C(=O)C(Cc2ccsc2)C(=O)N(C)C1=O | 8% | 3 | -8% | 0% | 28µM* | i | -3 | 2.8
O=c1[nH]c2ccccc2n1C1CCN(C(c2nnnn2C2CCCCC2)C2CC2)CC1 (configuration not stated) | 7% | 3 | 2% | nt | -19% | i | 9 | -3.4
Cn1cc(C(=O)N2CCC3(CC2)OCCO3)c2c3ccccc3n(C)c2c1=O | 4% | -22 | 17% | 0% | -23% | i | -7 | 0.1
CCCCOc1nc2ccccc2c(=O)n1-c1ccccc1 | 12% | 5 | ? | 2% | i | i | 4 | -0.4
Cc1ccc2cc3cc(C(=O)N4CCC5(CC4)OCCO5)oc3nc2c1 | 5% | -3 | -5% | 1% | -5% | i | -11 | -1.2
CCCCCn1c(NC(=O)c2ccco2)c(C(=O)OCC)c2nc3ccccc3nc21 | 6% | -15 | 40µM* | -5% | -43%[inhibitor] | i | ? | -2.9
CCOC(=O)[C@]1(C#N)[C@@H]2C=CC(C(C)=O)=CN2[C@@H](C(N)=O)[C@@H]1c1ccsc1 | 1% | 3 | 19% | -1% | i | -106%* | ? | -0.8
CN1CCC(O)(c2ccccc2)C(C(=O)c2ccccc2)C1 (configuration not stated) | -8% | -2 | 12% | 2% | i | i | -30 | -2.3
O=C1NC(=O)N(CCc2ccc(F)cc2)C(=O)/C1=C\C=C\c1ccccc1 | -2% | -1 | -3% | -1% | -83%[inhibitor] | i | -23 | -3.9
CC(C)CN1CCN(Cc2ccc(C(F)(F)F)cc2)CC1CCO (configuration not stated) | 2% | -28 | 2% | -1% | i | i | -24 | -2.0
CNC(C)Cc1ccccc1 (configuration not stated) | 4% | -3&-6 | 1% | -3% | -21% | i | 2 | -1.0
COc1ccc(CCn2c(O)c(C=NCc3cccnc3)c(=O)[nH]c2=O)cc1OC | -2% | 3 | 4% | 0% | -5%[57.5 µM] | i | 8 | -0.7
Fc1ccc(CNCCc2ccccc2)cc1 | 1% | -14 | 2% | 0% | 5% | i | -19 | -0.8
CCCC(CCC)C(=O)OC[N+](C)(C)CCOC(=O)C(O)(c1ccccc1)C1CCCC1 (configuration not stated) | 1% | -5 | -4% | -4% | -12% | i | 9 | -1.2
COc1cc2c(cc1OC)C(C1c3cc4c(cc3CCN1C)OCO4)OC2=O (configuration not stated) | 10% | -6 | ? | 0% | 6% | i | -11 | -0.5

Structures from the list above that contain a furan ring, fused or not:
SMILES | EPAC2 ag | D3 ag | EPAC2 antagonist | Mm-Cpn inhibitor | PTHR1 agonist | Akt phos inh | D3 antag | CCT chaperon mod
CN1C(=O)C(=Cc2ccc(N3CCCCC3)o2)C(=O)N(C)C1=S | -1% | 1 | 0% | -1% | i | i | -17 | -1.0
Cc1ccc2cc3cc(C(=O)N4CCC5(CC4)OCCO5)oc3nc2c1 | 5% | -3 | -5% | 1% | -5% | i | -11 | -1.2
CCCCCn1c(NC(=O)c2ccco2)c(C(=O)OCC)c2nc3ccccc3nc21 | 6% | -15 | 40µM* | -5% | -43%[inhibitor] | i | ? | -2.9

Next entries follow.
The line under a structure holds: EPAC2 ag | D3 ag | EPAC2 antagonist | Mm-Cpn inhibitor | PTHR1 agonist | Akt phos inh | D3 antag | CCT chaperon mod
CCc1nn(CC(=O)N2CCN(Cc3ccc4c(c3)OCO4)CC2)c(=O)c2cc3occc3n12
→ -1% | 6 | -1% | -2% | -36%[inhibitor] | i | 3 | -2.5
COc1cc2c(cc1OC)C13CCN4CC5=CCOC(CC(=O)O)C(C5CC41)C3N2 (configuration not stated)
→ -3% | -3 | -1% | nt | -15% | i | -12 | -2.8
Oc1ccc(Cl)cc1Cc1cc(Cl)ccc1O
→ 9% | 28&7 | 79µM* | 2% | -52% | i | 37 | 0.5
CC(=O)OC1N=C(c2ccc(Cl)cc2)c2cc(Br)ccc2NC1=O (configuration not stated)
→ 6% | 3 | 0% | -1% | -5%[57.5 µM] | i | 0 | 1.3
CN(Cc1ccccc1)Cc1ccccc1OC(=O)N(C)C
→ 0% | -1 | 7% | 0% | -3%[57.5 µM] | i | ? | -1.9
COc1ccccc1OCCCn1cc(C=O)c2ccccc21
→ 12% | 0 | -26% | 1% | -1% | i | 9 | 0.6
O=c1[nH]c(=S)n(CCC2=CCCCC2)c(O)c1C=NC1CCN(Cc2ccccc2)CC1
→ 10% | -2 | -2%[57.1 µM] | 1% | -19%[57.5 µM] | i | 0 | -0.8
CCC(=O)N1CC(=O)Nc2ccc(Cl)cc2C1c1ccc(F)cc1 (configuration not stated)
→ -10% | 2 | 14% | 1% | i | i | -11 | -9.9
O=C(NN=Cc1ccc(N(CCCl)CCCl)cc1)c1cccc([N+](=O)[O-])c1
→ -2% | -10 | 2% | nt | -8% | i | -11 | -1.4
CC(C)CCNC(=O)c1c(N)n(Cc2ccc3c(c2)OCO3)c2nc3ccccc3nc12
→ -3% | 35* | -14% | -10% | -5% | i | 22 | 0.7
COc1ccc(CC2c3cc(OC)c(OC)cc3CCN2C)cc1OC (configuration not stated)
→ 2% | 0 | 0% | 0% | -25% | i | 5 | -3.2
Fc1ccccc1N1CCN(Cc2ccc3c(c2)OCO3)CC1
→ 13% | 23 | 0% | -2% | i | i | ? | 1.1
c1ccc2ccccc2c1
→ 8% | 3&13 | -8% | 0% | -23% | i | 4 | -2.3
CCCC(=O)NC(Oc1ccccc1Cl)C(Cl)(Cl)Cl (configuration not stated)
→ 13% | 3 | -12% | -3% | -8%[57.5 µM] | i | -2 | 1.7
Cn1ncnc2c(=O)n(C)c(=O)nc1-2
→ ? | -10 | -29% | 0% | -58%[inhibitor] | i | -81* | 0.3
CN(c1ccc(O)cc1)c1ccc([N+](=O)[O-])c2nonc12
→ 0% | -6 | -23% | nt | -49%[inhibitor] | i | ? | -0.4
FCCN(CCF)c1cccc(Cl)c1
→ 2% | 1 | -7% | 0% | i | i | 2 | -1.8
O=C(C1CCN(S(=O)(=O)N2CCOCC2)CC1)N1CCC2(CC1)OCCO2
→ -5% | 0 | 16% | 1% | i | i | -7 | -2.6
Cc1c2cnn(CC(=O)N3CCC4(CC3)OCCO4)c(=O)c2c(C)n1Cc1ccccc1
→ 9% | -8 | -7%[57.1 µM] | 1% | -5%[57.5 µM] | i | 4 | -2.2
COc1ccc(C(c2nnnn2-c2ccc3c(c2)OCCO3)N2CCC(n3c(=O)[nH]c4ccccc43)CC2)cc1 (configuration not stated)
→ 11% | 7 | 3% | nt | -19% | i | 0 | -1.4
C[N+]1(C)C2CC(OC(=O)C(CO)c3ccccc3)CC1C1OC12 (configuration not stated)
→ 8% | -5 | 3% | -1% | -13% | i | -16 | -0.3
CNS(=O)(=O)c1ccc(-c2ccc(C=C3C(=O)NC(=O)NC3=O)o2)cc1
→ 3% | 5 | 23% | 1% | i | i | -16 | -1.5
O=c1[nH]c(=O)n(-c2ccc(Br)cc2)c(O)c1C=NCCN1CCCCC1
→ 14% | -16 | 3% | 1% | i | i | -13 | -7.5
Cc1cc(=O)[nH]c(CCl)n1
→ 10% | 0 | 12% | 1% | -7% | i | 0 | -0.2
